Source: PubChem BioAssay (National Center for Advancing Translational Sciences (NCATS))
GAA glycogen mod – qHTS Assay for Inhibitors and Activators of Human alpha-Glucosidase Cleavage of Glycogen; Potency, µM (highest dose often 76.4 µM), inactives show top-dose activity change, negative = inhibition, usual class: inhibitors; 300,000 tested, 0.38% active; AID 2100, 2009; recombinant GAA, glycogen substrate, Amplex Red glucose oxidase fluorescence;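 also: 0% = full enzyme reaction and -100% = no-enzyme basal signal; the screen sought inhibitors and activators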
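qHTS, 1536-well; enzyme 4 nM final; cpd up to 77 uM; substrate bovine liver glycogen 30 ug; 50 mM citrate/phosphate pH 5.0, 0.01% Tween-20; 37 C, 40 min; Amplex Red detection 45 min RT; Hill fit → AC50.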
Epigenetic derep – Quantitative High-Throughput Screen for Regulators of Epigenetic Control | murine LDR cells, GFP reporter derepression, 30 h | Potency, µM (titrated, usually from 53.9 µM), for inactives: top-dose GFP activation, actives largely listed as activators | 280,000 tested, 0.2% active; also: % of control where 0% means no effect; nearly all actives have a fitted effect of over 60% in size
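Murine LDR cells carrying a silenced, genomically integrated CMV-driven GFP reporter were exposed to compound for 30 hours at 37 C. After PBS washes, GFP-positive cells (20–120 um objects) were counted by laser-scanning microplate cytometry.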
Tau fluor counter – Counterscreen qHTS for Inhibitors of Tau Fibril Formation, Fluorescence Polarization. tau K18 P301L (four-repeat tau fragment) Alexa594 fluorescence, heparin fibrillization. Potency, µM (titrated, usually from 57.7 µM), for the others: at the highest dose activity change, negative = decrease. 280,000 tested, 0.93% active. AID 1463, 2008; also: % is scaled to controls: 0 for no effect and ±100 for the full control effect; nearly all actives have a fitted effect of over 55% in size
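Human K18 P301L tau (15 uM unlabeled plus 0.24 uM Alexa 594-labeled, final) in 100 mM sodium acetate pH 7 was mixed with compound and 20 uM heparin and incubated 6 hr at 37 C.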
* = called active by the depositor; ? = inconclusive; & = joins results of further samples; [ ] = dose if it differs, or a comment. Calls follow the shape of the dose curve; as a rule, active = well fitted curve in the direction sought with a large enough effect; inconclusive = small, poorly fitted or top-dose-only effect, or another doubt; inactive = no such curve, though single readings can be large; an effect the other way counts as inactive or inconclusive. Potency is read from the fitted curve at half-maximal effect. An excerpt; rates above refer to the full screens.

Second line of a record: GAA glycogen mod, Epigenetic derep, Tau fluor counter
O=C(Nc1cccc(C(F)(F)F)c1)C1CCN(S(=O)(=O)c2cccc3nsnc23)CC1
→ -22%[76.3 µM], -0.8%, ?
O=C(Cn1c(=O)c2cccn2c2ccc(F)cc21)N1CCN(c2ccccc2F)CC1
→ 6%[76.3 µM], 0.0%, -12%
COC(=O)c1cc2sc(Cl)cc2n1Cc1cc(C)ccc1C
→ 16%[76.3 µM], 0.0%, -10%
COc1ccc(-c2cc(C(F)(F)F)c(C#N)c(SCC(=O)Nc3ccc(F)cc3)n2)cc1
→ 12%[76.3 µM], 15%, 3%
Cc1cccc(-c2noc(CCCC(=O)NCc3ccco3)n2)c1
→ -2%[76.3 µM], -1.9%, -3%
COc1ccc(-c2cc(C(F)(F)F)nc(SCCC(=O)Nc3cccc(OC)c3)n2)cc1
→ -11%[76.3 µM], -1.0%, ?
CCOC(=O)c1c(-c2ccc(C)cc2)csc1NC(=O)c1cc(=O)c2cc(C)ccc2o1
→ 14%[76.3 µM], 1.1%, -24%
Cn1c(=O)c(=O)n(C)c2cc(S(=O)(=O)CCC(=O)Nc3ccc(F)cc3)ccc21
→ 9%&9%[76.3 µM], -3.2%, -5%
O=C(NCCCc1nc2ccccc2n1Cc1cccc(Cl)c1)c1ccco1
→ -15%[76.3 µM], -1.6%, -5%
CCCN(C(=O)c1cc2c(s1)-c1ccccc1OC2)c1ccc(C(C)C)cc1
→ 14%[76.3 µM], 0.0%, -17%
COc1ccc(OC)c(NC(=O)/C=C/c2ccc(C)o2)c1
→ 9%[76.3 µM], -1.0%, -21%
Cc1cccc(N2CCN(C(=O)CCc3c(C)nc4c(c3C)c(=O)n(C)c(=O)n4C)CC2)c1C
→ 14%[76.3 µM], 0.0%, -7%
CCOc1ccc2c(c1)c(=O)c(C(=O)c1ccccc1)cn2Cc1ccccc1F
→ -2%[76.3 µM], 0.0%, -8%
CCCCSc1ncnc2c1c(-c1ccccc1)cn2-c1cccc(F)c1
→ -3%[76.3 µM], 0.1%, -26%
CCOC(=O)c1c(-c2ccccc2)oc2ccc(NS(=O)(=O)c3cc(C)c(C)cc3C)cc12
→ -5%[76.3 µM], -0.6%, ?

Other structures
Second line of a record: GAA glycogen mod, Epigenetic derep, Tau fluor counter
CCOc1ccc(-n2c(=O)c3c4c(sc3n(Cc3cc(=O)n5cc(Cl)ccc5n3)c2=O)CCC4)cc1
→ 11%[76.3 µM], -1.8%, -10%
O=C(Cn1ncc2ccc(Cl)cc21)NCc1ccc(F)cc1
→ -3%[76.3 µM], -8.5%, -13%
COc1ccc(-c2nc3cc(C(C)C)ccc3o2)cc1NC(=O)c1ccc(C)c(Cl)c1
→ -6%[76.3 µM], -0.1%, -1%
CC(C)N1CCc2nc(SCC(=O)Nc3cccc(F)c3)[nH]c(=O)c2C1
→ -11%[76.3 µM], -3.3%, -14%
CCOc1cc(C(=O)N(Cc2nc(-c3ccc(C)cc3)no2)C(C)C)cc(OCC)c1OCC
→ 7%[76.3 µM], 4.2%, -10%
O=S(=O)(c1ccccc1)c1nc(-c2ccc(F)cc2)oc1N1CCCCCC1
→ -14%[76.3 µM], 0.1%, ?
Cc1csc2nc(COc3ccccc3NC(=O)c3ccccc3Cl)cc(=O)n12
→ -4%[76.3 µM], ?, -22%
O=C(CSc1ncc(-c2ccc(Cl)cc2)[nH]1)Nc1ccccc1F
→ 10%[76.3 µM], 0.9%, 14µM*[quencher]
COc1ccc(NC(=O)C(C)n2nc(-c3ccc(C)c(C)c3)ccc2=O)cc1OC (centres undefined)
→ -6%[76.3 µM], 4.8%, -27%
COC(=O)c1cc2oc3ccccc3c2n1CC(=O)Nc1ccc(C)cc1C
→ -2%[76.3 µM], 1.4%, -4%
CCC(=O)Nc1ccccc1-c1nc2ccccc2n(CC(=O)Nc2ccccc2OC)c1=O
→ -5%[76.3 µM], -2.8%, 10%
Cc1c(C(=O)NCCc2ccc(Cl)cc2)sc2nc3n(c(=O)c12)CCCC3
→ -30%[76.3 µM], ?, 0%
CCc1nn(-c2ccccc2)c2nc(-c3ccc(O)cc3)c3cc(OC)c(OC)cc3c12
→ 12%[76.3 µM], -1.6%, ?
CCN(CCCNC(=O)c1cc2c(Cl)nc3ccccc3c2s1)Cc1ccccc1
→ -2%[76.3 µM], 0.0%, ?
COc1cc(-c2nnc(SCC(=O)Oc3ccccc3)o2)cc(OC)c1OC
→ 9%[76.3 µM], -4.2%, 10%

Laid out differently: 6 of the compounds above
smiles | GAA glycogen mod | Epigenetic derep | Tau fluor counter
COc1ccc(NC(=O)C(C)n2nc(-c3ccc(C)c(C)c3)ccc2=O)cc1OC (centres undefined) | -6%[76.3 µM] | 4.8% | -27%
COC(=O)c1cc2oc3ccccc3c2n1CC(=O)Nc1ccc(C)cc1C | -2%[76.3 µM] | 1.4% | -4%
CCC(=O)Nc1ccccc1-c1nc2ccccc2n(CC(=O)Nc2ccccc2OC)c1=O | -5%[76.3 µM] | -2.8% | 10%
Cc1c(C(=O)NCCc2ccc(Cl)cc2)sc2nc3n(c(=O)c12)CCCC3 | -30%[76.3 µM] | ? | 0%
CCc1nn(-c2ccccc2)c2nc(-c3ccc(O)cc3)c3cc(OC)c(OC)cc3c12 | 12%[76.3 µM] | -1.6% | ?
CCN(CCCNC(=O)c1cc2c(Cl)nc3ccccc3c2s1)Cc1ccccc1 | -2%[76.3 µM] | 0.0% | ?

More entries.
Second line of a record: GAA glycogen mod, Epigenetic derep, Tau fluor counter
O=C(Nc1cccc(C(F)(F)F)c1)C1CCCN(S(=O)(=O)c2cccc3nonc23)C1 (centres undefined)
→ 12%[76.3 µM], ?, -6%
Cc1ccn2c(Nc3ccc4c(c3)OCO4)c(-c3ccc(N(C)C)cc3)nc2c1
→ ?, 1.7%, ?
O=C(NC1(C(F)(F)F)N=C(c2ccccc2)N(C2CCCCC2)C1=O)c1ccccc1F (centres undefined)
→ -11%[76.3 µM], -1.1%, -17%
COc1ccc(OC)c(NC(=O)Cn2c(=O)n(Cc3ccccc3)c(=O)c3ccccc32)c1
→ -8%[76.3 µM], -0.3%, ?
COc1ccc(CNC(=O)c2ccc(CSc3nc4ccncc4n3Cc3ccccc3F)cc2)cc1
→ -3%[76.3 µM], 0.0%, -28%
CCn1c(=O)c2cc(C(=O)N3CCN(c4cccc(Cl)c4)CC3)sc2c2ccccc21
→ -7%[76.3 µM], -1.1%, -20%
CC1Cc2cc(S(=O)(=O)NCc3ccc(Cl)cc3)ccc2N1C(=O)C1CCC1 (centres undefined)
→ 10%[76.3 µM], 0.8%, -6%
CCOc1ccc(C(=O)Nc2nnc(S(=O)(=O)Nc3ccccc3)s2)cc1
→ 8%[76.3 µM], 0.0%, -5%
COc1ccccc1CNC(=O)CN(c1ccc(C)cc1)S(=O)(=O)c1c(C)noc1C
→ -5%&3%[76.3 µM], 1.2%, -20%
CCn1cc(C(=O)N2CCN(c3ccc(C)cc3)C(C)C2)c(=O)c2cc(S(=O)(=O)N3CCCC3)ccc21 (centres undefined)
→ -11%[76.3 µM], -0.5%, -10%
Cc1cc2c(cc1S(=O)(=O)Nc1cccc(Cl)c1C)n(C)c(=O)c(=O)n2C
→ 13%[76.3 µM], -0.2%, 2%
Cc1ccc(N(CC(C)C)S(=O)(=O)c2nnc(NC(=O)c3ccco3)s2)cc1
→ -1%[76.3 µM], 0.0%, -8%
Cc1cccc(OCc2ccc(-c3nc(C#N)c(N4CCC(C(N)=O)CC4)o3)o2)c1
→ 12%[76.3 µM], -1.6%, ?
CCN(CC)S(=O)(=O)c1nnc(NC(=O)COc2cccc(C)c2)s1
→ -8%[76.3 µM], -1.6%, 4%
COC(=O)c1ccccc1NC(=O)c1c(C)oc2ncn(C)c(=O)c12
→ 4%[76.3 µM], 3.8%, -4%

(continued)
Second line of a record: GAA glycogen mod, Epigenetic derep, Tau fluor counter
CCOC(=O)c1cc(-c2ccc(OC)cc2)nn1Cc1ccccc1
→ -3%[76.3 µM], 1.2%, -26%
COc1cccc(CNC(=O)CCn2ccc3cc(S(=O)(=O)N4CCCC4)ccc32)c1
→ 0%[76.3 µM], -2.6%, -1%
CCOC(=O)c1cnc2c(ccc3ccccc32)c1Nc1cccc(OC)c1
→ -10%[76.3 µM], -0.8%, -22%
CCOc1ccccc1CNC(=O)c1ccc2c(c1)N(CC)CCS2
→ ?, 8.1%, -26%
CCc1nn(CC(=O)NC(C)CC)c(=O)c2cc3occc3n12 (centres undefined)
→ 9%[76.3 µM], -8.1%, 9%
COc1ccccc1CNC(=O)c1ccc2c(c1)N(Cc1c(F)cccc1Cl)C(=O)CS2
→ 9%[76.3 µM], -1.1%, -22%
CCCc1cc(=O)[nH]c(Nc2cc(Cl)cc(Cl)c2)n1
→ 13%[76.3 µM], ?, ?
COc1ccc(NC(=O)Cn2c(=O)n(-c3cc(C)cc(C)c3)c(=O)c3oc4ccccc4c32)cc1OC
→ -3%[76.3 µM], -4.0%, -28%
COc1ccccc1Oc1nc2c(C)cccn2c(=O)c1/C=C(\C#N)c1nc2ccccc2[nH]1
→ -16%[76.3 µM], 13µM*, -14%
CC(=O)OCc1cnc(C)c2oc(=O)c(C(=O)Nc3cc(F)ccc3C)cc12
→ -6%[76.3 µM], -1.8%, -17%
Cc1c(NC(=O)Nc2ccc(Cl)c(C(F)(F)F)c2)c(=O)n(-c2ccccc2)n1C
→ 11%[76.3 µM], 0.1%, -23%
COCc1nc2ccccc2n1CCOc1cccc(C)c1
→ 15%[76.3 µM], -0.2%, -10%
Cc1[nH]c2ccc(Br)cc2c1CCNC(=O)c1cc2ccccc2oc1=O
→ -8%[76.3 µM], -1.1%, ?
CCOc1ccc(NC(=O)[C@H](Cc2ccccc2)N2Cc3ccccc3C2=O)cc1
→ 9%[76.3 µM], 1.1%, -2%
O=C(Nc1ccccc1C(F)(F)F)c1ccc2oc(=O)c(S(=O)(=O)c3ccc(F)cc3)cc2c1
→ 16%[76.3 µM], 3.1%, -7%

Remaining list, next part.
Second line of a record: GAA glycogen mod, Epigenetic derep, Tau fluor counter
Cc1cc(C)cc(NC(=O)Cc2csc(COc3cccc(C)c3)n2)c1
→ 11%[76.3 µM], -1.6%, -3%
CCOC(=O)c1ccc(NC(=O)COCc2cc(-c3ccc4c(c3)OCO4)on2)cc1
→ 7%[76.3 µM], -1.2%, -11%
COc1ccc(C2N3CC4(C)CN2CC(c2ccccc2)(C3)C4=O)cc1 (centres undefined)
→ -11%[76.3 µM], -2.6%, -7%
CCOC(=O)c1ccc(NC(=O)Nc2cc3c(cc2N2CCCC2)n(C)c(=O)n3C)cc1
→ ?, 2.5%, 14µM*[quencher]
COc1cccc(-c2nc(CSCC(=O)NCCc3ccc(Cl)cc3)c(C)o2)c1
→ -11%[76.3 µM], 0.0%, -20%
Cc1ccc(CNC(=O)c2cc3c(s2)-c2ccccc2SC3)cc1
→ -10%[76.3 µM], 5.3%, -25%
COc1ccc(Cl)cc1NC(=O)Cn1c(=O)n(-c2ccc(C)cc2)c(=O)c2ccc(C(=O)NCc3ccccc3Cl)cc21
→ -10%[76.3 µM], -2.9%, -14%
N#Cc1nc(-c2ccc(COc3ccccc3)o2)oc1NCc1ccccc1
→ ?, 1.6%, ?
CCOc1ccc(/C=C/C(=O)Nc2sc3c(c2C(=O)OC)CCC3)cc1
→ -2%[76.3 µM], -0.8%, -9%
COc1cccc(Cn2cnc3c2c(=O)n(C)c(=O)n3C)c1
→ -1%[76.3 µM], 5.9%, -5%
CCCN1C(=O)C(O)(CC(=O)c2ccc(C(C)C)cc2)c2ccccc21 (centres undefined)
→ -9%[76.3 µM], -2.7%, -6%
Cc1ccc(NC(=O)c2ccc3snnc3c2)cc1C
→ 13%[76.3 µM], -2.4%, -21%
O=C(Nc1ccc2nc(SCC(=O)N3CCc4ccccc43)sc2c1)c1ccccc1F
→ 2%[76.3 µM], -1.6%, -4%
Cc1ccc(C)c(NC(=O)N2CCN(C)c3ncccc32)c1
→ ?, -0.2%, -8%
Cc1cc2c(cc3c(SCc4nc(-c5ccccc5)oc4C)nnc(C)n32)o1
→ -12%[76.3 µM], 4.9%, -15%

Next section.
Second line of a record: GAA glycogen mod, Epigenetic derep, Tau fluor counter
O=C(c1cnc2c(c1)COc1ccccc1-2)c1ccccc1O
→ 3%[76.3 µM], -1.1%, ?
CCOc1ccc(-c2cc3c(=O)n(Cc4nc(-c5cccc(OC)c5OC)oc4C)ccn3n2)cc1Cl
→ 14%[76.3 µM], -0.2%, -6%
CCOc1ccc(CCNC(=O)CCCc2nnc3n(CC(C)C)c(=O)c4sccc4n23)cc1
→ 3%[76.3 µM], 3.2%, -14%
CCN1C(=O)c2ccccc2Sc2ccc(NC(=O)Nc3ccc(C(C)=O)cc3)cc21
→ 7%[76.3 µM], -4.7%, -17%
